mHTT-CaM PPI inh: mutant huntingtin-calmodulin interaction inhibitors – biochemical, AlphaScreen, primary screen; P42858; AlphaScreen His-mHTT/GST-CaM binding, luminescence; inhibition, % at 15 µM; 3.6% of 190,000 active;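 further: 0% = both proteins with DMSO and 100% = one protein alone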
Target sequence (P42858 whole entry, looked up, stated change not applied): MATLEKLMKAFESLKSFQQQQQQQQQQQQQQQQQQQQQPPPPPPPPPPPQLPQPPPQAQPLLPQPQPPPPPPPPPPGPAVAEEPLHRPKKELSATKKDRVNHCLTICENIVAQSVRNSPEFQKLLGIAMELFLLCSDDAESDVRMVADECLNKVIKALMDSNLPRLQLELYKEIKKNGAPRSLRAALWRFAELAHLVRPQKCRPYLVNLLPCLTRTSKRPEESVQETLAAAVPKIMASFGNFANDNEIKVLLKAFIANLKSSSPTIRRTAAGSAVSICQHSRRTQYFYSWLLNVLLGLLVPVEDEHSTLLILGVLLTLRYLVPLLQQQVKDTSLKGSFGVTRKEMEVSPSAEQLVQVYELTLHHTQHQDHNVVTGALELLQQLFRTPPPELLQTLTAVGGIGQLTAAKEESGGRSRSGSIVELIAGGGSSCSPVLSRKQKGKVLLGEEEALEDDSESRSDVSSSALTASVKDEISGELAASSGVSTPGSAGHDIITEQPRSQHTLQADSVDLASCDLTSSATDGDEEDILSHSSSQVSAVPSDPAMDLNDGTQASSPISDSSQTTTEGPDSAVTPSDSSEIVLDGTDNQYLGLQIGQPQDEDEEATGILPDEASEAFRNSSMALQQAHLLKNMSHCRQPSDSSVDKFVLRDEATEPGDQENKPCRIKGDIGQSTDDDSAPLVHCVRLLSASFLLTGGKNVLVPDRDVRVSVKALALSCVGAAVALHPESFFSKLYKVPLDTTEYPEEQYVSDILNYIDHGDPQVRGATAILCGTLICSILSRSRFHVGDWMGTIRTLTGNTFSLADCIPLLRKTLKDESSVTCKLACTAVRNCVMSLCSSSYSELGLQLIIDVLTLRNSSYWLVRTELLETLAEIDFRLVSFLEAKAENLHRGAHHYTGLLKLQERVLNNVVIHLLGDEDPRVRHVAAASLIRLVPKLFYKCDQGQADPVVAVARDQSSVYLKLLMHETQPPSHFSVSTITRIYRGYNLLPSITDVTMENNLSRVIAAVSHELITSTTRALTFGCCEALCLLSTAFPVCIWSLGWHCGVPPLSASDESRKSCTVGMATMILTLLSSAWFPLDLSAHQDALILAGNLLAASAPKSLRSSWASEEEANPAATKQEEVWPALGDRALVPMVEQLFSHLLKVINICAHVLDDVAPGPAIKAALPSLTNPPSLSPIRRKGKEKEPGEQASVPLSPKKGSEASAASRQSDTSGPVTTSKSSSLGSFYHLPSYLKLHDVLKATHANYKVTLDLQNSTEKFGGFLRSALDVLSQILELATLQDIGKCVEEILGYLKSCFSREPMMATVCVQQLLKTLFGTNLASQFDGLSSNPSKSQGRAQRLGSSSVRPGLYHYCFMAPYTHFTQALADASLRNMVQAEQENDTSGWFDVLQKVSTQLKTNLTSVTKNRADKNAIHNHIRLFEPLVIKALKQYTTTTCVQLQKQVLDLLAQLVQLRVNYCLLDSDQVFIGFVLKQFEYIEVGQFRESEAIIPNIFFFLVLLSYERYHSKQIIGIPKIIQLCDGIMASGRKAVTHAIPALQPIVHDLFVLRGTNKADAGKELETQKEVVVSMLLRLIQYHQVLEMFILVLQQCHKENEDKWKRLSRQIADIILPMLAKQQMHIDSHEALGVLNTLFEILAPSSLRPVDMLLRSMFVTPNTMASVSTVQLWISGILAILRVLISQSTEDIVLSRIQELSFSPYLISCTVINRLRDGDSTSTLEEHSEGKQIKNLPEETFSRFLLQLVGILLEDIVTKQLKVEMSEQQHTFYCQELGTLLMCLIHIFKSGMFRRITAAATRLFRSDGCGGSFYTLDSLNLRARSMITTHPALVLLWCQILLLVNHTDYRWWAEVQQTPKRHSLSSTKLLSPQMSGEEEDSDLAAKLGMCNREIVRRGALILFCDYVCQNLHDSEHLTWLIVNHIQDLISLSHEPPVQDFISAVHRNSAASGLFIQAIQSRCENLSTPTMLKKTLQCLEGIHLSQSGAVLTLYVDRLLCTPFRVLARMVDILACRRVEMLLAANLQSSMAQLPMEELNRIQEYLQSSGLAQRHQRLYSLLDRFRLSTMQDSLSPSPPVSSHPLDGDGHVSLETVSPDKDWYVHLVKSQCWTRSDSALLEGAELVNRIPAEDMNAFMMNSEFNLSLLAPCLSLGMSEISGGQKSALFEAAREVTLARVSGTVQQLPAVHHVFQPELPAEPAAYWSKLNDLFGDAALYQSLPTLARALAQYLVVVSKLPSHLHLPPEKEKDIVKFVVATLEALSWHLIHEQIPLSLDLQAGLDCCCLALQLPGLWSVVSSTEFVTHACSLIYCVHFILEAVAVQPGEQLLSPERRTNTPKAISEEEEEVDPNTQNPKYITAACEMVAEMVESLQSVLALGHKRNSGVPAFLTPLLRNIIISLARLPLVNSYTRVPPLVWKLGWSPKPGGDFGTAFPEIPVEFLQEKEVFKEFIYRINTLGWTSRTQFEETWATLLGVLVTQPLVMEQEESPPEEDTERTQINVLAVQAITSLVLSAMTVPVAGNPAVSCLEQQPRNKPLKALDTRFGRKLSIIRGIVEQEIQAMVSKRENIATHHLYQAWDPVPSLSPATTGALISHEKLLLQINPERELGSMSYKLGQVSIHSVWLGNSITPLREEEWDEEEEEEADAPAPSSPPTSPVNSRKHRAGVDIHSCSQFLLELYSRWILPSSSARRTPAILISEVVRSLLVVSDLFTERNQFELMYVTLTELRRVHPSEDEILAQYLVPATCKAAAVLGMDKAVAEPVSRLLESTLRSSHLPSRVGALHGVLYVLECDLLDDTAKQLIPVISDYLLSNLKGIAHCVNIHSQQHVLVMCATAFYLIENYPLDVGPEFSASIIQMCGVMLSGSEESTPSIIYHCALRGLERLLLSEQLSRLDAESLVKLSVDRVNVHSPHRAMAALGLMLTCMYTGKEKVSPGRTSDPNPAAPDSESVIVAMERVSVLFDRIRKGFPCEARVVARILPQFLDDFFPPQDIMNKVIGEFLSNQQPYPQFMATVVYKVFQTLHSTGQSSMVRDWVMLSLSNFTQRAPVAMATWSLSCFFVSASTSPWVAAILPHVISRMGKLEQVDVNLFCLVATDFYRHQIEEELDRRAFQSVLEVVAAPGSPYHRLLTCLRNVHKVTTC
Pf apPOL inh: Pf-apPOL inhibitors, biochemical, fluorescence; inhibition, % at 10 µM; Recombinant Pf-apPOL, molecular beacon fluorescence, 1.5 h; Plasmodium falciparum apicoplast DNA polymerase (apPOL); 0.25% of 210,000 active; AID 1794808, 2022
* marks the source's active call; other numbers are inactive results; i = inactive; . = not tested or not shown; & = joins results of further samples. No stated cut-off is given here; in the data, active means inhibition above about 50%; inactive means the rest. Hits appear at their usual frequency; 3.7% or so of the library scored in one or more.

Below each compound – mHTT-CaM PPI inh	Pf apPOL inh
O=C(Oc1ccc2c(c1)OC(=Cc1ccco1)C2=O)c1ccc([N+](=O)[O-])cc1
    7	1
CCOc1ccccc1C(=O)Nc1nc(C)cs1
    -3	-11
COc1cc(Cl)c(S(=O)(=O)n2nc(C)cc2C)cc1Cl
    -1	-6
O=[N+]([O-])c1cccnc1NCc1ccccc1
    .	9
O=C(c1ccc(N2CCCCS2(=O)=O)cc1)N1CCN(C(=O)c2ccco2)CC1
    -8	0
CCOc1ccc(S(=O)(=O)N(CC(=O)Nc2cc(C)ccc2OC)c2ccccc2)cc1
    -2	7
COc1ccc(CC(=O)N2CCC3(CC2)NC(=O)c2ccccc2N3C)cc1
    -14	-4
Cc1cccn2c(=O)c3cc(S(=O)(=O)c4ccccc4)c(=N)n(CCOCCO)c3nc12
    -5	-6
Cn1nc(-c2nc(Cc3ccccc3)no2)c2c1CCN(C(=O)Nc1ccccc1)C2
    47	-1
CC(C)NC(=O)c1ccccc1NS(=O)(=O)c1cc(Cl)ccc1Cl
    3	-8

Later entries
Below each compound – mHTT-CaM PPI inh	Pf apPOL inh
O=[N+]([O-])c1ccc(-c2nc(NCCN3CCOCC3)c3ccccc3n2)cc1
    2&7	0&-9
O=S(=O)(CCN1CCSCC1)c1ccc(Cl)cc1
    .	-6
Cc1ccc(OCC(=O)N2CCN(c3ccc(F)cc3)CC2)c(Br)c1
    7	-1
O=C(c1cccs1)N1CCc2cc(-c3ccno3)ccc21
    9	-15
O=C(NC(Nc1ccc([N+](=O)[O-])cc1)C(=O)c1ccccc1)c1ccccc1 (configuration not stated)
    13	-8
O=C(c1cc(C2CC2)on1)N1CCCC1c1ccccc1F (configuration not stated)
    -13	-3
O=S(=O)(NCC1CCN(Cc2cccs2)CC1)c1ccc(F)c(Cl)c1
    -3	-6
CC(=O)Nc1ccc(Nc2cc(C)nc3nc(C(F)(F)F)nn23)cc1
    -3	-3
O=C(NCC1CC1)C1CCCN(c2ncccc2-c2noc(C3CCC3)n2)C1 (configuration not stated)
    -2	-6
O=C(CCC1CCCN(C(=O)Nc2ccc(Cl)cc2)C1)NCc1ccc(Cl)cc1 (configuration not stated)
    39	-3

New compounds follow
Below each compound – mHTT-CaM PPI inh	Pf apPOL inh
COc1ccc(CN2CCN(c3ccccc3)CC2)c(OC)c1OC
    5	-12
CCN1CCCn2nc(C3CCN(C(=O)COCc4ccccc4)CC3)cc2C1=O
    -1	7
Cn1c(=O)c(N2CCN(C(=O)Cc3cccc(Cl)c3)CC2)nc2ccncc21
    9	2
Cn1ccnc1/C=N/Nc1cc(Cl)ccc1Cl
    i	.
COc1ccccc1CNC(=O)C1CCN(c2nccc(C)n2)CC1
    -12	-1
CCCN(Cc1cccc([N+](=O)[O-])c1)CC1CC1
    1	0
O=C(c1ccsc1)N1CCN(c2nc(CN3CCCCC3)cs2)CC1
    4	-6
CCNC(=O)C1=CCN(C(=O)c2cccc(C)c2)CC1
    -2	2
O=C(Nc1ccccc1Cl)C1CCCN(C(=O)Cc2cccc3ccccc23)C1 (configuration not stated)
    6	-1
Cn1ncc(N2CCC(C(=O)NCc3ccc(F)cc3)CC2)cc1=O
    -1	0

Additional compounds.
Below each compound – mHTT-CaM PPI inh	Pf apPOL inh
O=C(C1COc2ccccc2O1)N1CCCn2nc(-c3cccs3)cc2C1 (configuration not stated)
    21	-4
CCOC(=O)c1ccc(NC(=O)COc2c(F)c(F)c(F)c(F)c2F)cc1
    .	-7
COCCN1C(=O)C2(SCCN2C(=O)c2ccc(C)cc2)c2ccccc21 (configuration not stated)
    28	4
COc1ccc(CN2CC(C(=O)N3CCOCC3)CC2=O)cc1 (configuration not stated)
    1	-2
O=C(Nc1cc(F)cc(F)c1)C1CCN(c2ncc(-c3ccccc3)cn2)CC1
    -9	-2
CCn1c(=O)c(-c2nc(-c3cccc(F)c3)no2)c(O)c2ccc(F)cc21
    -6	-6
Cc1ccc(C(C)(C)C)c(OCCN2CCOCC2)c1
    -1	-4
O=C(COC(=O)c1cc2ccccc2cc1OC(=O)c1ccc(Cl)cc1)c1ccccc1
    .	-9
O=C(c1cccs1)N1CCN(C(=O)C(c2ccccc2)c2ccccc2)CC1
    -5	-19
CC(C)N1CCC(CNS(=O)(=O)C2CC2)CC1
    -14	-5

Pulled by compound from the entries so far, two records:
Below each compound – mHTT-CaM PPI inh	Pf apPOL inh
O=C(c1cccs1)N1CCN(C(=O)C(c2ccccc2)c2ccccc2)CC1
    -5	-19
CCOC(=O)c1ccc(NC(=O)COc2c(F)c(F)c(F)c(F)c2F)cc1
    .	-7

Other entries:
Below each compound – mHTT-CaM PPI inh	Pf apPOL inh
CC(C)NC(=O)C1CCN(c2nc3ccc(-c4ccc(F)cc4)nc3s2)CC1
    -4	-5
Cc1noc(C)c1S(=O)(=O)N1CCC(CC(=O)N2CCCCC2)CC1
    -3	-4
CC(C)C1(C(C)C)OCCO1
    0	.
COc1ccc(S(=O)(=O)Oc2ccc3c(c2)OC(=Cc2cc(OC)ccc2OC)C3=O)cc1
    -2	0
COc1cccc(C(=O)N2CC(C(=O)N3CCOCC3)C(c3ccccc3C)C2)c1 (configuration not stated)
    6	-4
Cc1nn2cc(-c3ccc(N)cc3)nc2s1
    32	-2
Cc1ccc(C(=O)CSc2nc3cc(C)c(C)cc3[nH]2)cc1
    7	-3
CN(Cc1ccccc1)C(=O)c1ccc([N+](=O)[O-])cc1Cl
    0	5
COc1ccc(S(=O)(=O)N2CCCC2C(=O)NCCc2csc(C)n2)cc1 (configuration not stated)
    -3	-5
COc1ccc2cc3cc(C(=O)N(C)c4cccc(C)c4)oc3nc2c1
    4	0

Later entries:
Below each compound – mHTT-CaM PPI inh	Pf apPOL inh
COc1cc(Cl)c(C)cc1NS(=O)(=O)c1ccc(C)cc1
    -23	-8
Cc1nc2sc(-c3ccc([N+](=O)[O-])cc3)c(-n3cccc3)c2c(C)c1Cl
    2	-6
O=C(CCCOc1ccc(Cl)cc1Cl)NO
    2	7
O=C(NCc1csc(C2CCCN(C(=O)c3ccc(F)cc3Cl)C2)n1)C1CC1 (configuration not stated)
    13	-3
CC1=C(C(=O)Nc2ccccn2)C(c2ccc(C)cc2)C2=C(CC(C)(C)CC2=O)N1 (configuration not stated)
    0	-1
COc1cc2c(cc1OC)C(COc1ccc(F)cc1)N(C(=O)c1ccccc1OC)CC2 (configuration not stated)
    81*	-4
CCC(C)c1ccc(NC(=O)c2ccncc2)cc1 (configuration not stated)
    4	-1
Cc1ccccc1C(=O)Nc1ccc2ncnc(N3CCCCC3)c2c1
    5	0
CC(=O)Nc1ccc(NC(=O)c2cn3c(n2)CCCC3)cc1
    22	-3
CN1CCC(NC(=O)C2CCc3sc(C(=O)N4CCCCC4)cc3C2)CC1 (configuration not stated)
    -4	1

Further compounds
Below each compound – mHTT-CaM PPI inh	Pf apPOL inh
Cc1nnc2n1N=C(c1ccc(Br)cc1)CS2
    8	-2
CN(C)c1c(F)cc(C(=O)NC(=O)NCc2cccnc2)cc1F
    .	2
CCc1cccc(NC(=O)C2=C(C)C(=O)OC23CCCCC3)c1
    -10	1
C=CCNC(=O)CCSc1ccc(Cl)cc1
    -6	1
CC(C)(C)n1nc2c(c1NC(=O)CCc1ccccc1)CS(=O)(=O)C2
    0	-3
O=C(NCC1CN(c2ccc(Cl)c(Cl)c2)C(=O)O1)c1cccs1 (configuration not stated)
    -14	2
Cc1nc2cc(N3CC(C(=O)NCc4ccco4)CC3=O)ccc2o1 (configuration not stated)
    -2	-2
O=C(C1=C(O)C(=O)N(CCCn2ccnc2)C1c1ccccc1)c1ccco1 (configuration not stated)
    -1	-8
COc1ccccc1CC(=O)Nc1cccc(Br)c1
    -19	-2
O=S(=O)(NCc1ccccc1)c1ccc(Cl)cc1
    -15	-5

Next structures follow:
Below each compound – mHTT-CaM PPI inh	Pf apPOL inh
O=C(c1c[nH]c2ccc(S(=O)(=O)Nc3ccccc3F)cc2c1=O)N1CCOCC1
    10	2
Cc1cc(C)cc(S(=O)(=O)N2CCC(n3cnc4cc(F)ccc4c3=O)CC2)c1
    -2	-10
CCOC(=O)CC[C@H]1CC[C@]2(CCCN(C(=O)c3ccco3)C2)O1
    -9	0
O=C1CN(C(=O)c2c(F)cccc2Cl)C(c2ccc(F)cc2)c2cc(F)ccc2N1 (configuration not stated)
    7	-6
COc1ccccc1NC(=O)c1c(-c2c(Cl)cccc2Cl)noc1C
    -26	-2
O=C(c1cnn2c1NC(c1cccs1)CC2C(F)(F)F)N1CCCCC1 (configuration not stated)
    4	-7
O=C(CCCN1C(=O)c2ccccc2C1=O)Nc1ccc([N+](=O)[O-])cc1
    2	6
CCCN1CCN(C(=O)c2oc3ccc(S(=O)(=O)N4CCOCC4)cc3c2C)CC1
    -5	-10
CCOc1ccc(C=C2Oc3c(ccc(O)c3CN3CC4CC(C3)c3cccc(=O)n3C4)C2=O)cc1 (configuration not stated)
    4	0
COc1ccccc1CNc1ncnc2c1cnn2-c1ccccc1
    2	-3

Among those listed so far, 4 have two or more sulfur atoms.
Below each compound – mHTT-CaM PPI inh	Pf apPOL inh
O=S(=O)(CCN1CCSCC1)c1ccc(Cl)cc1
    .	-6
O=S(=O)(NCC1CCN(Cc2cccs2)CC1)c1ccc(F)c(Cl)c1
    -3	-6
O=C(c1ccsc1)N1CCN(c2nc(CN3CCCCC3)cs2)CC1
    4	-6
COc1ccc(S(=O)(=O)N2CCCC2C(=O)NCCc2csc(C)n2)cc1 (configuration not stated)
    -3	-5

(cont.)
Below each compound – mHTT-CaM PPI inh	Pf apPOL inh
Cc1cc(C)nc(SCC(=O)c2ccc(O)c(O)c2)n1
    1	29
Cn1nc(-c2ccccc2)cc1C(=O)N1CCN(S(C)(=O)=O)CC1
    -7	-5
O=C(NCCCc1ccccc1)c1cccc(NC(=O)c2ccccc2)c1
    -6	1
CCOC(=O)c1c(-c2ccccc2)oc2cc(Br)c(OCc3cccc(F)c3)cc12
    -7	-2
O=C(Nc1cccc(Cl)c1)c1cc(F)cc2c1OCOC2
    .	1
Cc1c(Cl)cccc1N1C(=O)CCC1(C)C(=O)NC1CCCC1 (configuration not stated)
    -1	-2
O=C1CC(Sc2ccccn2)C(=O)N1c1ccc(F)cc1 (configuration not stated)
    0&4	-4&-4
CC(=O)Nc1ccc(S(=O)(=O)Nc2cccc(Br)c2)cc1
    -4	-7
O=C(Nc1cc(F)cc(F)c1)C1CC(=O)N(c2ccc3c(c2)CCN3C(=O)C2CC2)C1 (configuration not stated)
    -2	-2
C/C(Cn1nnc2ccccc21)=N\OC(=O)c1cc(F)c(F)cc1Cl
    i	2

The list continues:
Below each compound – mHTT-CaM PPI inh	Pf apPOL inh
COc1ccc(C2C(=C(O)c3ccc(Br)cc3)C(=O)C(=O)N2C)cc1 (configuration not stated)
    -4	4
CCOCCCNC(=O)C(C)C1CCN(S(=O)(=O)c2cccs2)CC1 (configuration not stated)
    -11	-2
CCn1ccc(C(=O)N2CCC(n3c(-c4ccc(OC)cc4)nc4cccnc43)C2)n1 (configuration not stated)
    1	5
CC1(C)C(C=C(Cl)Cl)C1C(=O)NC(c1ccccc1)C(Cl)(Cl)Cl (configuration not stated)
    -7	0
O=C(NC1(c2nc(-c3ccncc3)no2)CCCCC1)c1ccccc1
    -2	-2
Cc1ccc2c(Cl)c(C(=O)Nc3cc(C)on3)sc2c1
    1	-3
COc1ccc(/C=C2/C(=O)N(c3cccc(C(=O)O)c3)N=C2C)cc1
    10	-5
Cc1cc(C)cc(NC(=O)c2cccnc2-c2ccc(C)s2)c1
    -2	0
COCCNC(=O)c1cccc2c1-c1ccccc1C2=O
    3&-4	3&-4
Cc1ccc(-c2csc(-c3cccn3CC(=O)NCC3CCCO3)n2)cc1 (configuration not stated)
    -3	-5

(further entries)
Below each compound – mHTT-CaM PPI inh	Pf apPOL inh
Cc1nn(-c2ccc(C(=O)O)cc2)c2c1C(=O)CC(C)(C)C2
    3	-6
CCn1cc(C2=CCN(S(=O)(=O)c3cccc(Cl)c3)CC2)c2cccnc21
    16	-4
COC(=O)c1ccc(C=C2Oc3cc(OC(C)C(=O)OC)ccc3C2=O)cc1 (configuration not stated)
    5	-3
Cc1nc(N2CCOCC2)nc(N2CCCC2)c1[N+](=O)[O-]
    -2&0	-10&-9
O=S(=O)(c1cc(Cl)ccc1Cl)N1CCC(C(c2ccccc2)c2ccccc2)CC1
    .	-2&3
CCC(=O)N1CC(C(=O)NCc2ccccn2)C(c2cccc(F)c2)C1 (configuration not stated)
    8	-4
COc1ccc(CCNC(=O)c2cccc([N+](=O)[O-])c2)cc1
    -3	6
O=C(O)CP(=O)(O)O
    .	-14
CC(C)(C)N(Cc1cn(Cc2ccccc2)nn1)S(=O)(=O)c1ccc(N2CCCC2)cc1Br
    -7	-3
COc1cccc(N2C(=O)N(c3ccccc3C)C3CS(=O)(=O)CC32)c1 (configuration not stated)
    -1	-16

Next records follow.
Below each compound – mHTT-CaM PPI inh	Pf apPOL inh
Cc1ccc2oc(-c3ccccc3C)nc2c1
    -87	-3
Cc1ccc(C(=O)Nc2ccccc2I)cc1
    -25	-7
CC(=O)Nc1ccc(S(=O)(=O)NCc2cccs2)cc1
    1	-1
CCC1CN(C(=O)Nc2cccc(OC)c2)c2ccccc2O1 (configuration not stated)
    -6	0
CC1CCCN(C(=O)c2n[nH]c(=O)c3ccccc23)C1 (configuration not stated)
    0	-5
Cc1ccc(-c2nc(C=Nc3ccccc3I)c(O)o2)cc1
    6	-4
Cc1nc2c(ccc3nc(NC(=O)Cc4ccc(S(C)(=O)=O)cc4)sc32)s1
    10	5
COc1cc(OC)c(OC)cc1/C=C1/CC/C(=C\c2cc(OC)c(OC)cc2OC)C1=O
    23	-4
O=C(Cc1nc(-c2ccccc2)n[nH]1)NC1CCCCC1
    6	-6
CCC(Sc1nnnn1-c1ccccc1)C(=O)Nc1nc2ccccc2s1 (configuration not stated)
    52*	-6
CCCCN(CCCC)C(=O)C1CC(=O)OC12CCOC(C)(C)C2 (configuration not stated)
    -7	-4
Cc1ccc2nsnc2c1NC(=O)Cc1ccc(Cl)cc1
    2	-1

Bioassay records deposited in PubChem BioAssay by University of Kansas High Throughput Screening Laboratory.
